Assay outcomes: PubChem, Sanford-Burnham Center for Chemical Genomics
PfGluPho inh: PfG6PD (Plasmodium falciparum) enzyme inhibition. AID 504690. inhibition, % at 20 µM. 350,000 tested, 0.78% active. PfGluPho enzyme, NADPH resazurin-diaphorase fluorescence;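 active means inhibition reaching at least a set limit at 20 µM in the primary screen, cut at about 59% in these data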;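 further: 0% = DMSO wells with substrate and 100% = DMSO wells lacking glucose-6-phosphate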
hIAP inh: human IAP inhibition. P09923. purified IAP, CDP-Star luminescence, 30 min. inhibition, % at 10 µM. 330,000 tested, 0.12% active. AID 2544;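 active means inhibition reaching a set limit with compound at 10 µM in the primary screen, cut at about 35% in these data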;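 further: plate controls were DMSO wells with enzyme for no effect and no-enzyme buffer wells for full effect; values of inactives mirror those of a sister screen read the other way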
A3A deaminase: blocks human APOBEC3A ssDNA deamination | P31941 | 330,000 tested, 0.41% active | inhibition, % at 20 µM | recombinant A3A, FAM/TAMRA ssDNA deamination fluorescence;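 active means at least 40% inhibition at 20 µM here, with at most 30% in a related deaminase screen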;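 further: plate controls were A3A with DMSO for no effect and wells lacking A3A enzyme for full effect; some results filed as inactive read as strong as hits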
Target sequence (P31941 whole entry, looked up): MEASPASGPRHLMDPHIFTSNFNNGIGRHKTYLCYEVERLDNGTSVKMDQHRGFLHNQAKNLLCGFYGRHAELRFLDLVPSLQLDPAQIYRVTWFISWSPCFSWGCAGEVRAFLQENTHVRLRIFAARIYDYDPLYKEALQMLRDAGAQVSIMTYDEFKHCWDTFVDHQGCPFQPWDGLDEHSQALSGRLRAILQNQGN
hIAP activ: increases human intestinal alkaline phosphatase activity. P09923. purified human IAP, CDP-Star luminescence, 30 min; stronger effect = higher value; 1 = vehicle-only enzyme, 0 = enzyme-free background. activation factor at 10 µM. 330,000 tested, 0.16% active. AID 2524;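 active means activation factor of the enzyme at least 2-fold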; further: the source names both 10 and 20 µM as test concentration; values of inactives mirror those of a sister screen read the other way
mIAP activ: mouse IAP activation | muIAP, CDP-Star luminescence, 30 min; stronger effect = higher value; 1 = vehicle-only enzyme signal, 0 = enzyme-free wells | activation factor at 10 µM | 330,000 tested, 0.24% active | AID 2805;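 active means activation factor of at least 2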; further: the source names both 10 and 20 µM as test concentration; values of inactives mirror those of a sister screen read the other way
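Assay system: mouse IAP enzyme / Compound: DMSO-dissolved test compounds / Timing: 30 min, room temperature / Measured by: luminescence from enzymatic CDP-Star hydrolysis / Control set: DMSO-only wells, enzyme-free buffer wells as negative control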
mIAP inh: mouse IAP inhibition | purified mouse IAP, CDP-Star luminescence, 30 min | inhibition, % at 10 µM | 330,000 tested, 0.2% active;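 active means inhibition of at least 40% at 10 µM in the primary screen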;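 further: plate controls were DMSO with enzyme for no effect and no enzyme wells for full effect; values of inactives mirror those of a sister screen read the other way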
ATG4B inhibitor: inhibitors of human ATG4B cysteine protease | inhibition, % at 8.33 µM | 340,000 tested, 0.51% active | ATG4B cleavage of LC3-PLA2, NBD-HPC fluorescence, 1 h | Q9Y4P1 | AID 504462; in the data active means inhibition above about 40%
HKDC1 inh: blocks human hexokinase HKDC1 activity; inhibition, % at 20 µM; Q2TB90; recombinant HKDC1, G6PDH/diaphorase resazurin coupled fluorescence; 340,000 tested, 0.16% active;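 active means inhibition above about 35% when tested at 20 µM, limit read from the data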;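 further: plate controls were DMSO wells with enzyme for no effect and DMSO wells lacking enzyme for full effect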
Target sequence (Q2TB90 whole entry, looked up): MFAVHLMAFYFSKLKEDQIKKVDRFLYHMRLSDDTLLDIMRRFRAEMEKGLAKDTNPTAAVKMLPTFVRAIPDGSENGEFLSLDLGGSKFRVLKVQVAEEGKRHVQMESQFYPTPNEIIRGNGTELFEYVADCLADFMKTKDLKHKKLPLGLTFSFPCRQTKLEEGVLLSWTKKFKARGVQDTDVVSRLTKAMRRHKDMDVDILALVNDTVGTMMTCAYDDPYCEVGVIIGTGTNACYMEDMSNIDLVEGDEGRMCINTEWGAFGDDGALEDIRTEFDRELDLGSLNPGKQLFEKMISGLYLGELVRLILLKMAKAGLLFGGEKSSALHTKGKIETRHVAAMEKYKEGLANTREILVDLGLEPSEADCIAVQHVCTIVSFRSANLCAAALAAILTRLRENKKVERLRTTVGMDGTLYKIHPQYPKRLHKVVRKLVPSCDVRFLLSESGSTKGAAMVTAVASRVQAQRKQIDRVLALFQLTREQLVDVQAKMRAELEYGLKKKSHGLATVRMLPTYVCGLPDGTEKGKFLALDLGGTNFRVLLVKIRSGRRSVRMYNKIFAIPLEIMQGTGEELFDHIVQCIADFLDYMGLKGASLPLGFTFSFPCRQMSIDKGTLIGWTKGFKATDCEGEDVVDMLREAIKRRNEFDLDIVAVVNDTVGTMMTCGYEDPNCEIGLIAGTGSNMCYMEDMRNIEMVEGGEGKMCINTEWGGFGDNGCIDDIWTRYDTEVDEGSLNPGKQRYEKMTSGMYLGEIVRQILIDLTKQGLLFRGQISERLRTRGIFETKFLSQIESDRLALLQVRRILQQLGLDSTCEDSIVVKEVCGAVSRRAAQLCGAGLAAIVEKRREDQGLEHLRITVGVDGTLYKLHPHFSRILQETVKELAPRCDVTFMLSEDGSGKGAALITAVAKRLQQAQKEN
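Assay system: recombinant HKDC1 hexokinase; detection: coupled resazurin fluorescence, excitation 525 nm, emission 613 nm; benchmarks: DMSO-plus-enzyme-mix negative control, buffer-substituted positive control; compound dosing: single 20 µM dose; schedule: 90 min at room temperature in dark; also added: glucose plus 1 mM ATP as hexokinase substrates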
* marks the source's active call; other numbers are inactive results; · = not tested or not shown. An unsorted share of the library; any-hit rate near 2.4%.

| SMILES | ATG4B inhibitor | hIAP inh | mIAP activ | PfGluPho inh | HKDC1 inh | A3A deaminase | hIAP activ | mIAP inh |
| --- | --- | --- | --- | --- | --- | --- | --- | --- |
| COC(=O)c1cc(NC(=O)Nc2cccc(Cl)c2)ccc1Cl | 17 | -10 | 1.8 | 21 | -2 | -1 | 1.1 | -75 |
| Cc1c(C)c2ccc(OC(C)C(=O)NCCCN3CCOCC3)c(C)c2oc1=O (configuration not stated) | 0 | -16 | 0.95 | 10 | -4 | -1 | 1.2 | 5 |
| CSc1ncccc1C(=O)OCC(=O)c1ccc[nH]1 | -4 | 19 | 0.95 | -5 | 4 | 1 | 0.81 | 5 |
| CN(C(=O)COC(=O)c1cnc(Cl)c(Cl)c1)C1CCCCC1 | -3 | -19 | 0.98 | -8 | -8 | 0 | 1.2 | 2 |
| Cc1ccc2nc(SCC(=O)NC3CC3)[nH]c2c1 | -1 | -5 | 1 | -1 | -3 | -1 | 1.1 | -1 |
| CCOC(=O)c1sc(N(C)C(C)=O)nc1C | 0 | 10 | 0.81 | 3 | -3 | 2 | 0.9 | 19 |
| O=C(Nc1ccnn1C1CCN(C2CCOCC2)CC1)c1cccc(F)c1 | -2 | 3 | 0.98 | -3 | -2 | 2 | 0.97 | 2 |
| O=C(Nc1ccccc1F)c1ccc(-c2cccc([N+](=O)[O-])c2)o1 | -8 | 2 | 0.98 | 9 | -8 | 1 | 0.98 | 2 |
| CC1(C(=O)Nc2c(F)c(F)c(F)c(F)c2F)CC1(Br)Br (configuration not stated) | -6 | -6 | 1 | 0 | -3 | -3 | 1.1 | -4 |
| O=C1C(C=NCCN2CCOCC2)=C(O)c2ccccc21 | -7 | -10 | 0.95 | -17 | -9 | 2 | 1.1 | 5 |
| Cc1ccc(C2CC(C(F)(F)F)n3ncc(C(=O)NCc4ccco4)c3N2)cc1 (configuration not stated) | 5 | -18 | 1 | 11 | 12 | -1 | 1.2 | -1 |
| COc1ccc([N+](=O)[O-])cc1NC(=O)Cc1ccccc1Cl | -3 | -1 | 0.95 | 14 | -8 | 2 | 1 | 5 |
| COc1cccc(-c2noc(C3CCCN(C(=O)Cc4ccccc4)C3)n2)c1 (configuration not stated) | 11 | 9 | 0.98 | 7 | -3 | -3 | 0.91 | 2 |
| Cc1c(C(=O)NC2CCOC2)oc2c(F)cccc12 (configuration not stated) | 5 | -11 | 1.1 | -11 | -6 | 0 | 1.1 | -7 |
| COc1ccc(S(=O)(=O)N2c3ccccc3OCC2C(C)(C)C)cc1 (configuration not stated) | -1 | 8 | 0.94 | 5 | -13 | -2 | 0.92 | 6 |
| CC(=O)c1cccc(NC(=O)CNC(=O)c2sc3ccccc3c2Cl)c1 | -3 | 16 | 0.88 | -2 | -5 | -1 | 0.84 | 12 |
| COc1ccccc1N(C)C(=O)c1cc(S(=O)(=O)N2CCCC2)cn1C | -3 | 2 | 1.1 | 2 | -5 | -1 | 0.98 | -6 |
| COc1cc(OC)c(NC2=CC(=O)C(=O)c3ccccc32)cc1Cl | 7 | 7 | 0.96 | 6 | 27 | 1 | 0.93 | 4 |
| COn1c(=O)c(-c2ccccc2)[n+]([O-])c2ccccc21 | -10 | -7 | 0.98 | -9 | -1 | 4 | 1.1 | 2 |
| CC(C)N(C(=O)CSc1ncnc2sc(-c3ccccc3)cc12)C(C)C | 3 | 4 | 0.97 | 2 | -7 | 10 | 0.96 | 3 |
| Cc1ccc(C(=O)CC(C(=O)O)P(=O)(c2ccccc2)c2ccccc2)cc1 (configuration not stated) | -5 | 0 | 0.94 | 27 | -9 | 1 | 1 | 6 |
| CCC(=O)Nc1ccc(N2CCN(Cc3ccccc3F)CC2)cc1 | -8 | -23 | 0.98 | -12 | -2 | -6 | 1.2 | 2 |
| COc1cc(C2C3C(=O)N(c4ccc(F)cc4)C(=O)C3ON2c2ccccc2)ccc1O (configuration not stated) | -11 | 9 | 1.1 | -4 | 0 | 2 | 0.91 | -12 |
| CCOC(=O)N1CCN(C(=O)C2CC(=O)N(Cc3ccc(OC)cc3)C2)CC1 (configuration not stated) | 0 | -4 | 0.97 | 12 | -7 | 1 | 1 | 3 |
| COc1ccccc1NC(=O)CS(=O)(=O)c1cn(CC(=O)N2CCOCC2)c2ccccc12 | -10 | 3 | 0.91 | 0 | -3 | -4 | 0.97 | 10 |
| CS(=O)(=O)N1CCN(C(=O)c2cc(-c3ccncc3)nc3ccc(Cl)cc23)CC1 | -4 | -145 | 0.99 | -5 | -2 | -5 | 2.5* | 1 |
| COC(=O)c1sc(N)nc1C(C)(C)C | -6 | 5 | 0.94 | 12 | -1 | -1 | 0.95 | 6 |
| CN(C)CCCNC(=O)C[C@H]1C[C@H](C(=O)N2CCCCC2)[C@@]2(C)c3[nH]c4cc(-c5ccco5)ccc4c3CCN2C1=O | 10 | · | 1.1 | 0 | 24 | 3 | · | -6 |
| O=C(N/N=C/c1ccccc1F)c1csc2c1CCCC2 | 9 | 7 | 0.89 | 1 | 3 | 0 | 0.93 | 11 |
| O=C(CSc1ccccc1)Nc1nnc(/C=C/c2ccccc2)s1 | 3 | -7 | 0.93 | -16 | -14 | 0 | 1.1 | 7 |
| Cc1c(C=Nc2ccc(S(=O)(=O)CCO)cc2)c(O)[nH]c(=O)c1C#N | 1 | -17 | 1.1 | 17 | 7 | -1 | 1.2 | -8 |
| Cc1cc(C)c(C)c(OCC(=O)O/N=C(\N)c2ccncc2)c1 | -5 | -10 | 1 | 14 | -4 | -3 | 1.1 | -2 |
| Cc1csc(NC(=O)C2CCC(C)(C(=O)O)C2(C)C)n1 (configuration not stated) | 7 | 2 | 1.1 | -1 | -6 | 2 | 0.98 | -10 |
| C/C(=N\NC(=S)NC1CCCCC1)c1c(F)cccc1F | 4 | -45 | 1.2 | 1 | -1 | -5 | 1.4 | -24 |
| CCCCCOc1ccc(/C=C/c2c([N+](=O)[O-])c(=O)n(C)c(=O)n2C)cc1 | -1 | -1 | 0.87 | -9 | 4 | 6 | 1 | 13 |
| NC(=O)c1ccccc1OCC(=O)Nc1ccc2c(c1)CCC2 | 1 | -20 | 1.1 | 1 | -4 | 5 | 1.2 | -6 |
| Cc1ccc2c(c1)c1ncnc(N3CCOCC3)c1n2C | -7 | 10 | 1.1 | 16 | 3 | -1 | 0.9 | -12 |
| Cc1ccc(N2C(=O)CC3(CC4C=CC3C4)C2=O)cc1 (configuration not stated) | -9 | 1 | 1.1 | 3 | -6 | 1 | 0.99 | -9 |
| CC(C)NC(=O)NC(=O)CSc1ncccn1 | -11 | -12 | 1.1 | -5 | -6 | -6 | 1.1 | -8 |
| COCCCn1c2nc3ccccc3nc2c2c(=O)n(-c3ccccc3OC)c(C)nc21 | · | -8 | 1 | · | · | 5 | 1.1 | -2 |
| Cc1ccc(NC(=O)C2CCN(S(=O)(=O)c3c(C)[nH]c(=O)[nH]c3=O)CC2)cc1 | -8 | 3 | 0.96 | 6 | 15 | -3 | 0.97 | 4 |
| CS(=O)(=O)N1CCN(c2ccccc2NC(=O)c2ccc(Br)o2)CC1 | -1 | -14 | 1 | -44 | 2 | 3 | 1.1 | -2 |
| O=C1N(c2ccccc2C(F)(F)F)O[C@]1(c1ccccc1)C1CCCCC1 | 5 | -8 | 0.85 | -12 | -1 | 0 | 1.1 | 15 |
| CC(NC(=O)c1ccc(NC(=O)CC2SC(N3CCCC3)=NC2=O)cc1)c1ccc(S(N)(=O)=O)cc1 (configuration not stated) | -5 | -12 | 1.1 | -7 | -3 | 1 | 1.1 | -6 |
| Cc1cc(C)cc(C(=O)NC(CC(N)=O)c2ccc(NCCN3CCCC3)c([N+](=O)[O-])c2)c1 (configuration not stated) | 7 | -4 | 1.1 | -16 | -1 | -3 | 1 | -8 |
| O=C(CCCc1cccs1)Nc1nc(-c2ccc(F)cc2)cs1 | -6 | -16 | 1 | 20 | -4 | 2 | 1.2 | -3 |
| COc1ccccc1OCCCCn1c(C(C)O)nc2ccccc21 (configuration not stated) | -8 | -4 | 1 | -7 | -7 | -4 | 1 | -2 |
| O=C(O/N=C(/c1ccccc1)c1ccncc1)c1ccccc1[N+](=O)[O-] | 15 | -9 | 1 | -10 | 2 | -2 | 1.1 | -2 |
| COc1ccc(S(=O)(=O)NNC(=O)Nc2ccccc2OC)c(OC)c1 | 1 | -30 | 1 | -9 | -4 | -2 | 1.3 | -1 |
| NC(=O)c1sc2nc3c(c(-c4cccs4)c2c1N)CCCCC3 | 2 | 5 | 0.99 | -7 | 4 | -2 | 0.95 | 1 |
| Cc1ccc(C)c(OCC(=O)Nc2cccc(S(=O)(=O)NC3=NCCCCC3)c2)c1 | 3 | -7 | 1.1 | -6 | -5 | 5 | 1.1 | -11 |
| Cc1ncc([N+](=O)[O-])n1CCOC(=O)NC(NCc1ccccc1)C(Cl)(Cl)Cl (configuration not stated) | -14 | 1 | 0.97 | -17 | -7 | -2 | 0.99 | 3 |
| CC(C)c1ccc(/C=N/NC(=O)C(=O)NCCCN2CCOCC2)cc1 | -5 | -32 | 0.91 | -13 | -7 | -1 | 1.3 | 9 |
| CN(C(=O)c1nn(C)c2c1CS(=O)(=O)c1ccccc1-2)c1cccc(Cl)c1 | -1 | 8 | 0.96 | -12 | 0 | -3 | 0.92 | 4 |
| COc1ccc(C(=O)N2CCN(Cc3ccccc3C(F)(F)F)CC2)cc1 | 5 | -6 | 0.95 | -17 | -6 | -2 | 1.1 | 5 |
| COc1ccc(C(=O)NC(CO)c2nnc(SCc3ccc(Cl)c(Cl)c3)n2C)cc1 (configuration not stated) | -17 | -4 | 1 | -9 | -8 | 1 | 1 | 0 |
| O=C(NCc1ccncc1)c1cccc(F)c1 | 5 | 3 | 1 | -10 | 8 | 4 | 0.97 | -3 |
| CCc1ccc(C(=O)N2CCN(S(=O)(=O)c3sc(C(=O)O)c(C)c3C(=O)O)CC2)cc1 | -6 | -4 | 1 | 5 | -4 | 4 | 1 | -1 |
| CCOc1ccc(C(=O)NC(C)(C)CC)cc1 | 2 | 12 | 1 | 1 | 10 | -5 | 0.88 | -1 |
| NS(=O)(=O)c1ccc(CNC(=O)CNC(=O)Cc2ccccc2)cc1 | -4 | 4 | 1.2 | -12 | 3 | 3 | 0.96 | -19 |
| CC1CCN(C(=O)C2CCN(C(=O)c3ccc(C(C)(C)C)cc3)CC2)CC1 | 1 | -3 | 1 | 21 | -4 | -6 | 1 | 0 |
| COC(=O)CC1C(=O)NCCN1C(=O)CSc1nnnn1-c1ccc(OC)cc1 (configuration not stated) | 9 | -1 | 1 | -15 | 14 | -3 | 1 | -5 |
| CCCCN(C1CCS(=O)(=O)C1)S(=O)(=O)c1cc(C)ccc1C (configuration not stated) | 2 | -5 | 0.99 | 5 | -2 | 8 | 1.1 | 0 |

In another format: entries from further up.
CC1CCN(C(=O)C2CCN(C(=O)c3ccc(C(C)(C)C)cc3)CC2)CC1
  ATG4B inhibitor: 1
  hIAP inh: -3
  mIAP activ: 1
  PfGluPho inh: 21
  HKDC1 inh: -4
  A3A deaminase: -6
  hIAP activ: 1
  mIAP inh: 0

COC(=O)CC1C(=O)NCCN1C(=O)CSc1nnnn1-c1ccc(OC)cc1 (configuration not stated)
  ATG4B inhibitor: 9
  hIAP inh: -1
  mIAP activ: 1
  PfGluPho inh: -15
  HKDC1 inh: 14
  A3A deaminase: -3
  hIAP activ: 1
  mIAP inh: -5

CCCCN(C1CCS(=O)(=O)C1)S(=O)(=O)c1cc(C)ccc1C (configuration not stated)
  ATG4B inhibitor: 2
  hIAP inh: -5
  mIAP activ: 0.99
  PfGluPho inh: 5
  HKDC1 inh: -2
  A3A deaminase: 8
  hIAP activ: 1.1
  mIAP inh: 0
